Screening data: PubChem, National Center for Advancing Translational Sciences (NCATS)
p53null 32C kill = qHTS Screen for Compounds that Selectively Target Cancer Cells with p53 Mutations: Cytotoxicity of p53 Null Cells at the Permissive Temperature. H1299-neo p53 null cells, ATP luminescence, 24 h, 32C. Potency, µM (top dose mostly 46.1 µM), for inactives: top-dose activity change, negative = cytotoxicity, usual class: cytotoxic. actives 0.62% (n = 55,000). AID 903, 2007;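 note: potency is the fitted concentration of half-maximal effect; 0% = DMSO only and -100% = full killing by 100 µM tamoxifen; nearly all actives have a fitted effect of over 55% in size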
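H1299-neo (p53 null) cells, 600/well, treated 24 h at 32C with compound up to 46 uM; ATPlite luminescence viability, normalized to DMSO and 100 uM tamoxifen; AC50 by Hill fit.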
FH mod = Identification of activators of human fumarate hydratase by quantitative high-throughput screening. FH coupled MDH/diaphorase resazurin fluorescence, 15 min. Potency, µM (titrated, usually from 79.9 µM), for the others: top-dose activity change, negative = inhibition, usual class: inhibitors. actives 0.22% (n = 54,000); note: potency is the fitted concentration of half-maximal effect; % is set by controls: 0 for no effect and ±100 for the full control effect; the screen sought activators but most active calls are inhibition curves; nearly all actives have a fitted effect of over 45% in size
Target sequence (P07954 whole entry, looked up): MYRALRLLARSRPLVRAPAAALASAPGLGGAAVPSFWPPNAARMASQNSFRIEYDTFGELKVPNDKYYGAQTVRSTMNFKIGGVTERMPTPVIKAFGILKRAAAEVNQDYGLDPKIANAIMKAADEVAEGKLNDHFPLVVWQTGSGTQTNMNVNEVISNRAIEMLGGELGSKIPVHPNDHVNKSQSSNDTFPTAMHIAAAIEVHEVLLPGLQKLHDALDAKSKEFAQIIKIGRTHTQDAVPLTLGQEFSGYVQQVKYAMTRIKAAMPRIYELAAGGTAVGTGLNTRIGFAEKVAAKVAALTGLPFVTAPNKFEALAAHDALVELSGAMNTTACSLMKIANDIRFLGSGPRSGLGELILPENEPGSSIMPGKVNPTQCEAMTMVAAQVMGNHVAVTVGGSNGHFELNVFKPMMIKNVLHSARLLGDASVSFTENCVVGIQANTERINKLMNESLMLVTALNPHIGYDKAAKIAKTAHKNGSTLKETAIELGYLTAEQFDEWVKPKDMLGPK
B2AR arrestin ag = qHTS assay of beta-arrestin-biased ligands of beta2-adrenergic receptor: NCGC Sytravon Library Screen; Beta-2 adrenergic receptor (Homo sapiens), P07550; HTLA Tango cells, beta-arrestin recruitment, luciferase luminescence, 18 h; Potency, µM (titrated, usually from 46.1 µM), for the others: at the highest dose activation, hits mostly activators; 44,000 tested, under 10 active; AID 1347077, 2019;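 note: potency is the fitted concentration of half-maximal effect; 0% = DMSO and full agonism = EC100 isoproterenol or metaproterenol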
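Tango cells (recombinant beta2-AR, beta-arrestin, tTA-driven luciferase), 1500/well in DMEM 1% FBS, treated 18 h at 37 °C with compounds up to 46 µM; luciferin mix added, luminescence read after 15 min; %activity curves fitted and curve-classed.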
p53null 39C tox = qHTS Screen for Compounds that Selectively Target Cancer Cells with p53 Mutations: Cytotoxicity of p53 Null Cells at the Nonpermissive Temperature; H1299 p53-null (neo) cells, 39C, ATPlite viability, 24 h; Potency, µM (series often up to 46.1 µM), for the others: at the top dose activity, negative = cell killing, usual class: cytotoxic; actives 0.97% (n = 55,000);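 note: potency is the fitted concentration of half-maximal effect; 0% = DMSO only and -100% = full killing by 100 µM tamoxifen; nearly all actives have a fitted effect of over 50% in size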
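Temperature-shift cytotoxicity format: compound titrations on p53-null or A138V-expressing H1299 cells held 24 hr at 39C, cell ATP then measured, AC50 from Hill model.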
GALK inhibitor = qHTS Assay for Inhibitors of Human Galactokinase (GALK): NCGC Sytravon Library Screen; 44,000 tested, under 10 active; recombinant GALK, Kinase-Glo ATP luminescence, 1 h; P51570; Potency, µM (top dose mostly 57.5 µM), for the others: at the top dose activity, negative = inhibition, actives largely listed as inhibitors; AID 1347072, 2019;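 note: plate controls were full GALK reaction for no effect and reaction lacking GALK for full effect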
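Compounds were pinned into ATP buffer, then GALK-galactose mix was added (final 5 nM enzyme, 35 uM ATP, 100 uM galactose, pH 8.0). After 1 h at room temperature, Kinase-Glo Plus was added and luminescence read.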
TSG101-PTAP inh = qHTS Validation Assay for Inhibitors of HIV-1 Budding by Blocking the Interaction of PTAP/TSG101: Sytravon Library Screen; Fluorescence polarization, FITC-PTAP peptide/Tsg101, 20 min; 44,000 tested, under 10 active; Tumor susceptibility gene 101 protein (Homo sapiens), Q99816; Potency, µM (titrated, usually from 115 µM), for inactives: at the highest dose activity change, negative = inhibition, hits mostly inhibitors; note: potency is the fitted concentration of half-maximal effect; 0% is about no effect
Target sequence (Q99816 whole entry, looked up): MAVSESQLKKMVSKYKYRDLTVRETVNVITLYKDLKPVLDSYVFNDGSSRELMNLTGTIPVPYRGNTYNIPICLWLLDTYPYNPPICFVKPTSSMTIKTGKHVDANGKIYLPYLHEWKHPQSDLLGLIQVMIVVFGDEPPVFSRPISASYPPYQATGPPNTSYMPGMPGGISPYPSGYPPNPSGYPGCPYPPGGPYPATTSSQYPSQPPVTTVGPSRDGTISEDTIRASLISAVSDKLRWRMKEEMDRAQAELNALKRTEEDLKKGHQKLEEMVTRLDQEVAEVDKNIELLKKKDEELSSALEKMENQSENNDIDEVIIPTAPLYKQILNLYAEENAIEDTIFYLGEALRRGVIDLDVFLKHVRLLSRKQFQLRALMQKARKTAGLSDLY
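Steps: Tsg101 binding domain (10 uM final) in HEPES pH 7.5/NaCl/Tween 20/EDTA/TCEP; add compound; add FITC-PTAP peptide (50 nM final); incubate 20 min r.t.; read polarization.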
NTMT1 inhibitor = Primary qHTS for Inhibitors of N-terminal methyltransferase 1 (NTMT1): MTaseGlo Assay; NTMT1 MTase-Glo SAH luminescence, purified enzyme; Potency, µM (titrated, usually from 114 µM), without a hit: at the top dose activity change, negative = inhibition, hits mostly inhibitors; actives 2.5% (n = 59,000);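 note: potency is the fitted concentration of half-maximal effect; plate controls were DMSO vehicle for no effect and no enzyme for full effect; nearly all actives have a fitted effect of over 65% in size; many of its hits are not listed in these tables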
* marks the source's active call; other numbers are inactive results; ? = inconclusive; . = not tested or not shown; [ ] = remark or other dose. Calls come from the whole dose curve; as a rule, active = well fitted curve in the direction sought with a large enough effect; inconclusive = small, poorly fitted or top-dose-only effect, or another doubt; inactive = no such curve, though single readings can be large; an effect the other way counts as inactive or inconclusive.

SMILES	p53null 32C kill	FH mod	B2AR arrestin ag	p53null 39C tox	GALK inhibitor	TSG101-PTAP inh	NTMT1 inhibitor
COC(=O)c1scc(-c2ccc(C)cc2)c1S(=O)(=O)Nc1cccc(C(F)(F)F)c1	-10%	-12%	-1%	-4%	-1%	3%	7%
CCN(CC)CCCNC(=O)CSc1nc(-c2ccc(OC)cc2)cc(C(F)(F)F)n1	4%	24%	-1%	18%	0%	-5%	-2%
CC(C)CN(CCNC(=O)CCN1N=C(c2ccccc2)CCC1=O)CC(C)C	-16%	-5%	-1%	23%	1%	4%	?
COc1ccccc1C(=O)Nc1ccc(-c2nc3ccccc3s2)c(C)c1	-30%	3%	-1%	?	0%	-1%	0%
CCOc1ccc(-n2cc(-c3ccccc3)c3c(NCc4ccc(F)cc4)ncnc32)cc1	12%	-10%	4%	-4%	2%	-6%	-7%
COc1ccc(OC)c(NC(=O)C2Cc3ccccc3CN2S(=O)(=O)c2ccc(F)cc2)c1 (stereo unspecified)	1%	-7%	-1%	-5%	6%	0%	4%
COC(=O)c1cccnc1-n1c(=O)c2cccnc2n(CC(=O)Nc2ccccc2F)c1=O	5%	-3%	1%	8%	-3%	-7%	-6%
CCc1ccc(CN(Cc2ccco2)C(=O)COc2ccc(Cl)cc2C)cc1	14%	-20%	-1%	-6%	0%	-4%	4%
Cc1nc2cccnc2n1C1CCN(C(=O)Nc2ccccc2C(F)(F)F)CC1	1%	-3%	0%	5%	-1%	-10%	14%
Cc1nn(CC(=O)NCc2ccccc2Cl)c(=O)c2cccn12	-12%	8%	-2%	?	3%	3%	6%

Laid out differently: results already given
Every second line gives: p53null 32C kill, FH mod, B2AR arrestin ag, p53null 39C tox, GALK inhibitor, TSG101-PTAP inh, NTMT1 inhibitor
> COc1ccc(OC)c(NC(=O)C2Cc3ccccc3CN2S(=O)(=O)c2ccc(F)cc2)c1 (stereo unspecified)
  1%, -7%, -1%, -5%, 6%, 0%, 4%
> COC(=O)c1cccnc1-n1c(=O)c2cccnc2n(CC(=O)Nc2ccccc2F)c1=O
  5%, -3%, 1%, 8%, -3%, -7%, -6%
> CCc1ccc(CN(Cc2ccco2)C(=O)COc2ccc(Cl)cc2C)cc1
  14%, -20%, -1%, -6%, 0%, -4%, 4%

Continued.
SMILES	p53null 32C kill	FH mod	B2AR arrestin ag	p53null 39C tox	GALK inhibitor	TSG101-PTAP inh	NTMT1 inhibitor
Cc1nc2nncn2c(N2CCN(c3ccccc3)CC2)c1C	0%	-8%	-2%	-4%	2%	1%	8%
Cc1cccn2c(=O)c(C(=O)NCCc3ccc(S(N)(=O)=O)cc3)c(O)nc12	-3%	?	1%	-8%	4%	-5%	6%
CC(=O)c1cc(-c2ccccc2)n(CCC(=O)NC(C)c2ccccc2)c1C (stereo unspecified)	13%	-3%	6%	-6%	-1%	0%	-4%
CCOC(=O)C1CCCN(S(=O)(=O)c2cc(-c3cc(C)no3)ccc2C)C1 (stereo unspecified)	-2%	-4%	0%	-9%	2%	-15%	?
CCC(C)n1c(=N)c(C(=O)NC2CCCC2)cc2c(=O)n3ccccc3nc21 (stereo unspecified)	-8%	-2%	1%	36%[activator]	-1%	-7%	-3%
O=C(NCCc1ccc(Cl)cc1)c1ccc(CS(=O)(=O)Cc2ccccc2F)o1	5%	-17%	-1%	-17%	1%	1%	4%
Cc1ccccc1CN1C(=O)c2ccccc2Sc2ccc(C(=O)NC(C)c3ccccc3)cc21 (stereo unspecified)	-2%	-11%	3%	12%	-1%	-2%	-8%
Cc1ccc2c(c1)N(C(=O)C1CCN(S(=O)(=O)c3c(C)noc3/C=C/c3ccccc3F)CC1)CCO2	-2%	-10%	1%	1%	-3%	-1%	18%
Cc1ccc(OCC(=O)Nc2ccccc2OCc2cc(=O)n3ccccc3n2)cc1C	-14%	3%	0%	-2%	1%	-6%	12%
COC(=O)c1ccc(NC(=O)CSc2nc(=O)n(Cc3ccco3)c3c2CCC3)cc1	8%	-16%	5%	16%	1%	0%	5%

Individual results from above.
Result for Cc1nc2nncn2c(N2CCN(c3ccccc3)CC2)c1C under p53null 39C tox: -4%
Result for CC(C)CN(CCNC(=O)CCN1N=C(c2ccccc2)CCC1=O)CC(C)C under GALK inhibitor: 1%
Result for Cc1cccn2c(=O)c(C(=O)NCCc3ccc(S(N)(=O)=O)cc3)c(O)nc12 under B2AR arrestin ag: 1%
Result for Cc1ccc2c(c1)N(C(=O)C1CCN(S(=O)(=O)c3c(C)noc3/C=C/c3ccccc3F)CC1)CCO2 under NTMT1 inhibitor: 18%

Carrying on:
SMILES	p53null 32C kill	FH mod	B2AR arrestin ag	p53null 39C tox	GALK inhibitor	TSG101-PTAP inh	NTMT1 inhibitor
Cc1ccc(Nc2ncnc3c2nc2n3CCCC2)c(Br)c1	?	2%	0%	11µM*	1%	0%	?
COc1ccccc1-c1nnc(C2CCN(S(=O)(=O)c3ccc(CC(C)C)cc3)CC2)o1	?	2%	-2%	22%	0%	-7%	1%
CCCN1C(=O)C2(c3ccccc31)c1c(oc3ccc(C)cc3c1=O)C(=O)N2CCOC (stereo unspecified)	-6%	-3%	0%	20%	8%	2%	-21%
COc1cc2c(cc1OC)C(c1ccc(Cl)cc1)N(c1ccc(C)c(F)c1)C(=O)C2 (stereo unspecified)	44%[activator]	.	0%	30%	10%	-5%	.
Cc1nn(-c2ccccc2)c2c1cc1c(=O)n(C)c(=O)nc-1n2-c1cccc(Cl)c1	4%	-10%	0%	-13%	-4%	2%	-17%
CCc1ccccc1NC(=O)CSc1nc2ccccc2nc1Cc1cccc(OC)c1	-1%	1%	0%	-22%	-2%	1%	23%
Cc1ccc(-c2nnn3c2nc(NC2CCC(C)CC2)c2ccccc23)cc1 (stereo unspecified)	-20%	-6%	0%	-24%	-2%	0%	6%
Cc1ccc(-c2nn(-c3ccc(F)cc3F)c3c2cnc2ccc(F)cc23)cc1	-5%	-1%	0%	-1%	0%	-4%	-4%
CCOc1ccccc1C(=O)Nc1cc(-c2nc3cccnc3s2)ccc1C	?	-1%	0%	?	0%	0%	1%
Cc1cc(C)cc(NC(=O)C2CCCN2S(=O)(=O)c2ccc3nc(-c4ccccc4)[nH]c3c2)c1 (stereo unspecified)	18%	-18%	0%	-6%	-1%	-6%	0%

(cont.)
SMILES	p53null 32C kill	FH mod	B2AR arrestin ag	p53null 39C tox	GALK inhibitor	TSG101-PTAP inh	NTMT1 inhibitor
COc1cc(OC)c(NC(=O)C(c2ccccc2)N2Cc3ccccc3C2=O)cc1Cl (stereo unspecified)	0%	?	2%	-8%	2%	-9%	-6%
CCc1ccccc1NC(=O)c1ccc(=O)n(Cc2ccc(F)cc2)c1	-1%	1%	1%	12%	-5%	-4%	4%
CCOC(=O)c1cnc2ccc(C(=O)OC)cc2c1Nc1ccc(OCc2ccccc2Cl)cc1	2%	-5%	-2%	2%	-1%	-3%	10%
COc1ccc(N2CCN(S(=O)(=O)CCNC(=O)Cc3ccc(OC)c(OC)c3)CC2)cc1	-1%	0%	0%	-9%	1%	-2%	1%
Cn1nc(-c2ccc(OCC(=O)Nc3ccc(Cl)cc3)cc2)c2ccccc2c1=O	?	-14%	0%	?	2%	12%	3%
COc1c(Cl)cc(C(=O)N(Cc2ccccc2F)C2CCS(=O)(=O)C2)cc1Cl (stereo unspecified)	3%	-8%	0%	20%	9%	-5%	-1%
Cc1cc(C)cc(NS(=O)(=O)c2cc3c(cc2C)NC(=O)CO3)c1	-6%	0%	-1%	?	3%	-2%	-2%
COC(=O)c1c(NC(=O)CCCOc2ccccc2C)sc2c1CCC(C)C2 (stereo unspecified)	3%	-18%	-1%	25%	5%	-1%	?
CCn1cc(C(=O)N2CCN(c3cc(C)ccc3C)CC2)c(=O)c2cc(S(=O)(=O)N(C)C3CCCCC3)ccc21	42%[activator]	?	-2%	50%[activator]	9%	0%	-3%
COC(=O)c1cccc(NC(=O)Nc2cc(C(=O)NCc3cccc(F)c3)ccc2N2CCCC2)c1	18%	-19%	0%	-18%	-2%	-8%	6%

(next part)
SMILES	p53null 32C kill	FH mod	B2AR arrestin ag	p53null 39C tox	GALK inhibitor	TSG101-PTAP inh	NTMT1 inhibitor
CCOc1ccc(CNCc2c(C(=O)O)c(C)n(Cc3cccc(OC)c3)c2C)cc1OC	5%	3%	-2%	-12%	-1%	-13%	-6%
CC1=C(C(=O)OCC2CCCCC2)C(c2cccc(Cl)c2Cl)CC(=O)N1 (stereo unspecified)	0%	6%	0%	8%	1%	1%	8%
COc1ccc(CCCc2nnc(SCC(=O)Nc3ccc(C)c(C)c3)o2)cc1	-2%	-15%	1%	10%	0%	-5%	?
COc1cc(OC)c(NC(=O)C2=C(C)C(=O)OC23CCN(C(C)=O)CC3)cc1Cl	-3%	10%	-1%	-9%	1%	0%	-9%
COc1cccc(N2CCN(C(=O)C3CCCN(S(=O)(=O)c4ccc5c(c4)oc(=O)n5C)C3)CC2)c1 (stereo unspecified)	3%	-10%	1%	-17%	-1%	0%	13%
COc1ccc(OC)c(NC(=O)CC2C(=O)NCCN2C(=O)C(F)(F)F)c1 (stereo unspecified)	8%	1%	-1%	7%	-1%	-3%	9%
CN(C(=O)c1cc(-c2ccccc2O)on1)c1ccccc1	-4%	?	0%	-10%	2%	0%	-17%
CN(C)c1ccc(/C=C(\C#N)c2nc(-c3ccc(Cl)c(Cl)c3)cs2)cc1	-2%	-17%	0%	5%	2%	18%	-3%
CCCCN(C)CC(O)Cn1cc(/C=C/C(=O)c2ccc(C)cc2)c2ccccc21 (stereo unspecified)	16µM*	-19%	-4%	22µM*	-1%	-1%	?

Some of the compounds tested (hit frequency here may not be typical).
